Screens as filed in PubChem.
NS3 helicase inh – HCV NS3 helicase inhibition. NS3 helicase DNA unwinding, Cy5 molecular beacon fluorescence. inhibition, % at 10.9 µM. 290,000 compounds, 0.56% hits. AID 1800;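 active = inhibition above the mean of all tested compounds plus 3 SD, set per campaign, cut at about 35% in these data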;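 note: 0% = DMSO wells and 100% = thioflavine S control wells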
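Test system: hepatitis C virus NS3 helicase domain fragment enzyme. Also added: annealed dual-labelled DNA beacon duplex, ATP-started. Timing: 60 min unwinding reaction at 25 °C after ATP addition. Technique: Cy5 fluorescence. Measure: % inhibition of unwinding.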
CRFBP-R2 block – blocks CRF-induced signaling of the CRF-BP/CRF-R2 complex; HEK293 CRF-R2/CRF-BP, CRF-induced calcium fluorescence; inhibition, % at 11.8 µM; 350,000 compounds, 0.59% hits; AID 588475;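 active = inhibition of the ligand-induced calcium signal above about 50% at the single tested concentration, limit read from the data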
FID counter – counter-screen for HCV NS3 helicase inhibitors: DNA intercalator displacement; DNA fluorescent intercalator displacement, fluorescence; inhibition, % at 7.9 µM; 290,000 compounds, 0.17% hits; in the data active = inhibition above about 37%;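 note: 0% = vehicle and 100% = reference compound; higher means more ethidium bromide displaced from hairpin DNA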
CRFBP-R2 agonist – CRF-BP/CRF-R2 complex agonism. HEK293 CRF-R2/CRF-BP, calcium dye fluorescence (FLIPR); percent of saturating CRF peptide response. activation, % at 13.2 µM. 350,000 compounds, 0.46% hits. AID 588473;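 active = activation of at least 50%, plus an integration ratio under a set limit after plate pattern correction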;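 note: plate controls were neutral control wells without compound for no effect and CRF at EC100 for full effect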
UBC9 SUMO inh – inhibitors of human SUMOylation (UBC9). P63279. HTRF SUMOylation assay, SAE1/SAE2 + UBC9, in vitro. inhibition, % at 35 µM. 290,000 compounds, 0.36% hits. AID 2006; in the data active = inhibition above about 50%, passing the limit was not always enough; note: strong numbers were not always called active
Target sequence (P63279 whole entry, looked up): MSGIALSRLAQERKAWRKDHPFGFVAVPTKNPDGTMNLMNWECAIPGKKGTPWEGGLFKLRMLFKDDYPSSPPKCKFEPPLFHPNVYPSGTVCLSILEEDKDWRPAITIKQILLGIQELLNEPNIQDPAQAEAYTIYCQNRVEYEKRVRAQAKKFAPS
MEKK2wt PB1 HTS – raises or lowers MEK5 binding to wildtype human MEKK2 PB1 domain; Q9Y2U5; bead flow cytometry, Alexa488-MEK5 binding to MEKK2 WT; actives lie on both sides; 290,000 compounds, 1.1% hits; binding response (% of control), % at 10 µM; in the data active = binding response below about 67% or above about 130%
MEKK3 PB1 HTS – raises or lowers MEK5 binding to the human MEKK3 PB1 domain | binding response (% of control), % at 10 µM | AID 1529 | bead-based flow cytometry, Alexa488-MEK5 binding to MEKK3; actives lie on both sides; 0 = blocked by unlabeled MEK5, 100 = vehicle | Q99759 | 290,000 compounds, 1.4% hits;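 active = binding response more than 3 SD above or below the average of its plate-row segment, actives on both sides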;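 note: Alexa488 bead fluorescence after subtracting the streptavidin-only scavenger bead signal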
Target sequence (Q99759 whole entry, looked up, the tested form may be a part): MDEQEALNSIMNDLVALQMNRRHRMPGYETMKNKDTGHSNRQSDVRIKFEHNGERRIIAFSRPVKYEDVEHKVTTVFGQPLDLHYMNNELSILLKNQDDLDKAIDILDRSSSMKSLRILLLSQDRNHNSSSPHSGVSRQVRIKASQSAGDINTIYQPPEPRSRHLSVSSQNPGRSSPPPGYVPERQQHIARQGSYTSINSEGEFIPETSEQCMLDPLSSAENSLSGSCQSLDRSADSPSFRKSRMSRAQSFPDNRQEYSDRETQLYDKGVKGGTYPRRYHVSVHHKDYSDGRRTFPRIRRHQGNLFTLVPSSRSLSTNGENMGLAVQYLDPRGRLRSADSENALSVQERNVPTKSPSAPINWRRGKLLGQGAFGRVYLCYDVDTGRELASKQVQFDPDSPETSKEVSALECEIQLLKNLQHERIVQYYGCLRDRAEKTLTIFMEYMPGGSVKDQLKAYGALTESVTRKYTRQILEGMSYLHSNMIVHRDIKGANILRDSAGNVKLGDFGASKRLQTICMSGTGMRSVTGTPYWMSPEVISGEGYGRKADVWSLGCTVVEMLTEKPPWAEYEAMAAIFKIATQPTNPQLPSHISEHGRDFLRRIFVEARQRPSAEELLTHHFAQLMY
GalR3 antagonist – blocks the human galanin receptor 3; O60755; HEK293 GalR3-CNG cAMP membrane potential fluorescence; galR3 body fused to GalR1 C-terminus; inhibition, % at 3 µM; 360,000 compounds, 0.44% hits; AID 651719;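 active = inhibition above the screen-wide average plus 3 SD, cut at about 13% in these data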;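 note: forskolin and galanin both at EC90 stimulate the cells; cAMP rise reported by CNG channel membrane potential dye signal; 0% = forskolin plus galanin with DMSO and 100% = forskolin alone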
Target sequence (O60755 1-299 limits assumed): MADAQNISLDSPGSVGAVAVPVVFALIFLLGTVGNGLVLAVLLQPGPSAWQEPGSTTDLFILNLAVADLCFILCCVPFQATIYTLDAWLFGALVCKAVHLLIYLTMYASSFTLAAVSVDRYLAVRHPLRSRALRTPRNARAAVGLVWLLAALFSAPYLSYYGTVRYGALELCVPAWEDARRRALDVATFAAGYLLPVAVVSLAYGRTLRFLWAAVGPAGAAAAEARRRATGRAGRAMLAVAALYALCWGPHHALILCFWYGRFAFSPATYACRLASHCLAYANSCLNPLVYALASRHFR
MEKK2mut PB1 HTS – signal of MEK5 binding to mutant human MEKK2 PB1 domain. 290,000 compounds, 0.35% hits. percent response, % at 10 µM. bead flow cytometry, Alexa488-MEK5 binding to MEKK2 mutant; in the data active = percent response above about 24%, passing the limit was not always enough; note: inactives centre near 1; some results filed as inactive read as strong as hits; reference of the scale not given here
The depositor's hits bear a star; x = not tested or not shown. An excerpt; rates above refer to the full screens.

no. | SMILES | NS3 helicase inh | MEKK3 PB1 HTS | FID counter | GalR3 antagonist | CRFBP-R2 block | UBC9 SUMO inh | MEKK2mut PB1 HTS | MEKK2wt PB1 HTS | CRFBP-R2 agonist
1 | CC(=O)N1CCc2c(sc(NC(=O)c3cccc(N4C(=O)CCC4=O)c3)c2C(N)=O)C1 | 0 | 104 | 7 | -4 | 4 | 24 | 8 | 101 | 3.8
2 | COCC(=O)Nc1nc2n(n1)C(c1ccccc1)CC(c1ccc(OC)cc1)N2 (centres undefined) | -3 | 99 | -20 | -7 | -32 | 19 | 1 | 98 | 28
3 | FC(F)(F)c1ccc2c(c1)NCC1CCCN21 (centres undefined) | 24 | 97 | -6 | -2 | -14 | -3 | -5 | 95 | -7.5
4 | Cc1ccsc1CN(C(=O)c1ccc([N+](=O)[O-])cc1)C1CCS(=O)(=O)C1 (centres undefined) | 2 | 101 | -17 | -2 | 1 | 12 | -2 | 100 | -1.0
5 | Cc1cc(C)nc(NC2=NCC(=O)N2CCc2c[nH]c3ccccc23)n1 | -3 | 92 | -6 | -1 | 27 | -17 | 1 | 98 | 0.0
6 | COc1ccc([N+](=O)[O-])cc1NC(=O)COC(=O)c1ccccc1O | -7 | 101 | 4 | -3 | 2 | 19 | -2 | 100 | 0.5
7 | CCN(CC(=O)NC1CCS(=O)(=O)C1)c1ccc(S(C)(=O)=O)cc1[N+](=O)[O-] (centres undefined) | -4 | 96 | 3 | 0 | -5 | -4 | -4 | 95 | 0.1
8 | COc1ccc(OC)c(Nc2nc(N)nc(CSc3nnc(N)s3)n2)c1 | -2 | 93 | 8 | x | -24 | 10 | 1 | 97 | -0.6
9 | Cc1cccc(OCC(O)CN2CCc3ccccc3C2)c1 (centres undefined) | 4 | 99 | 8 | -12 | -19 | -6 | 4 | 103 | -0.5
10 | CCn1c(C)nc2cc(C(=O)N=Nc3c(O)[nH]c4c(C)cc(C)cc34)ccc21 | -3 | 96 | 2 | 0 | x | -13 | 0 | 101 | x
11 | O=S1(=O)CCO[C@H]2Cc3ccccc3[C@H]2N1Cc1cccc(Cl)c1 | -15 | 102 | -20 | -4 | 1 | -1 | -3 | 98 | 0.8
12 | COc1ccc(Oc2ccc(/C=N/NC(=O)c3cccnc3)cc2[N+](=O)[O-])cc1 | 12 | 97 | 1 | -8 | -6 | 12 | -2 | 94 | -2.9
13 | Cn1nnc(NC(=O)CSc2nnnn2-c2ccc(F)cc2)n1 | -6 | 63 | -1 | -1 | -8 | -1 | -13 | 78 | 0.6
14 | O=[N+]([O-])c1ccc(Cn2cc(-c3cccc(C(F)(F)F)c3)nn2)cc1 | 31 | 104 | -3 | -6 | 9 | 0 | 1 | 103 | -3.9
15 | Cc1ccsc1CNn1cnnc1SCc1ccc(Cl)cc1 | -5 | 93 | -26 | -4 | 7 | -3 | 1 | 93 | -2.6
16 | COC(=O)C1=CN(Cc2ccc(F)cc2)C=C(C(=O)OC)C1c1ccc(O)c(OC)c1 | -4 | 109 | -33 | -5 | -2 | 0 | 6 | 108 | -3.4
17 | Nc1c(C(=O)NCc2ccccc2)nnn1Cc1ccccc1 | -4 | 107 | -5 | 4 | 6 | 19 | 11 | 106 | -1.3
18 | CCCn1c(NC(=O)C23CC4CC(CC(O)(C4)C2)C3)nc2ccccc21 | -4 | 94 | -33 | 4 | -24 | -10 | -4 | 91 | 1.0
19 | COc1cccc(-n2c(=S)sc3c(=O)n(-c4ccccc4C)c(SCC(=O)O)nc32)c1 | -5 | 100 | -19 | -8 | -8 | 6 | 4 | 102 | -1.2
20 | CNc1c([N+](=O)[O-])cnn1-c1ccc(C)cc1 | 1 | 109 | -3 | -1 | -6 | 8 | 2 | 107 | -0.7
21 | O=c1[nH]c(N/N=C/c2ccccc2Br)nnc1-c1ccccc1 | 1 | 93 | -1 | -3 | -28 | 17 | 0 | 93 | 0.5
22 | CC(C)=C(NC(=O)c1ccccc1)C(=O)NCCCC(=O)O | 3 | 85 | 1 | -7 | 10 | 2 | -12 | 84 | -2.8
23 | COc1ccc(/C=N/Nc2cc(N3CCOCC3)ncn2)c(OC)c1 | -10 | 98 | -27 | -6 | 7 | 0 | 5 | 104 | 0.5
24 | O=C(O)c1c(-c2ccc(Cl)cc2)cn2ccccc12 | -4 | 96 | 5 | 6 | -8 | -1 | -8 | 89 | 8.5
25 | Cn1c(-c2csc(-c3cccc(C(F)(F)F)c3)n2)n[nH]c1=S | -4 | 100 | -6 | -5 | 12 | 6 | -1 | 95 | -0.4
26 | CC(C)CC(c1nnnn1C(C)(C)C)N1CCN(C2CCCC2)CC1 (centres undefined) | -4 | 106 | 8 | -6 | -2 | 2 | 10 | 106 | -1.0
27 | Cc1ccc(Oc2cc(C#N)c(C#N)cc2-n2nnc3ccccc32)cc1C | -4 | 112 | 1 | x | -3 | 12 | 5 | 115 | 1.4
28 | CCOc1cc(/C=N/O)cc(Br)c1OCC(=O)NCc1ccccc1 | -5 | 97 | -28 | 3 | -1 | 0 | -4 | 95 | -1.9
29 | CN1CCN(CCc2cn3ncc(C#N)c3nc2-c2ccc(F)cc2)CC1 | 8 | 104 | 3 | -4 | -11 | 19 | 13 | 109 | -3.1
30 | O=C(O)c1ccccc1C(=O)Nc1ccc(-n2ccc(C(F)(F)F)n2)cc1 | -10 | 103 | 3 | 2 | -4 | 7 | -2 | 105 | -1.7

Some of these compounds in order of the UBC9 SUMO inh value, ascending.
| no. | Compound | NS3 helicase inh | MEKK3 PB1 HTS | GalR3 antagonist | CRFBP-R2 block | UBC9 SUMO inh | MEKK2mut PB1 HTS | MEKK2wt PB1 HTS | CRFBP-R2 agonist |
| --- | --- | --- | --- | --- | --- | --- | --- | --- | --- |
| 10 | CCn1c(C)nc2cc(C(=O)N=Nc3c(O)[nH]c4c(C)cc(C)cc34)ccc21 | -3 | 96 | 0 | x | -13 | 0 | 101 | x |
| 13 | Cn1nnc(NC(=O)CSc2nnnn2-c2ccc(F)cc2)n1 | -6 | 63 | -1 | -8 | -1 | -13 | 78 | 0.6 |
| 19 | COc1cccc(-n2c(=S)sc3c(=O)n(-c4ccccc4C)c(SCC(=O)O)nc32)c1 | -5 | 100 | -8 | -8 | 6 | 4 | 102 | -1.2 |
| 1 | CC(=O)N1CCc2c(sc(NC(=O)c3cccc(N4C(=O)CCC4=O)c3)c2C(N)=O)C1 | 0 | 104 | -4 | 4 | 24 | 8 | 101 | 3.8 |

The listing continues:
no. | SMILES | NS3 helicase inh | MEKK3 PB1 HTS | FID counter | GalR3 antagonist | CRFBP-R2 block | UBC9 SUMO inh | MEKK2mut PB1 HTS | MEKK2wt PB1 HTS | CRFBP-R2 agonist
31 | NC(=O)C1CCCN(Cc2ccc(Cl)cc2)C1 (centres undefined) | -9 | 97 | 7 | -6 | 11 | 20 | -2 | 95 | -1.5
32 | CC(NC(=O)Cc1ccsc1)c1ccc(F)cc1 (centres undefined) | -5 | 102 | -2 | -7 | -6 | 12 | -1 | 103 | -0.5
33 | CCN(CC(=O)NCc1ccncc1)S(=O)(=O)c1ccc(OC)cc1 | 1 | 100 | -5 | -7 | -3 | -7 | -3 | 97 | -0.5
34 | CC(C)CN1CC(C(=O)O)CC1=O (centres undefined) | -5 | 96 | 3 | -1 | 2 | 6 | 0 | 99 | -0.7
35 | Cc1c(CN2CCC(CO)(Cc3ccccc3)CC2)c2ccccc2n1C | -10 | 96 | 20 | -6 | -11 | -3 | 1 | 97 | -0.5
36 | O=C(CSc1nc2c(c(C(F)(F)F)n1)CCc1ccccc1-2)NCc1ccccc1 | -1 | 91 | -5 | 7 | 8 | 10 | 1 | 96 | 7.8
37 | COc1cc(CN2CCN(C(C)C)C(CCO)C2)ccc1OCc1ccccc1 (centres undefined) | 5 | 112 | 1 | 0 | 17 | -2 | 0 | 110 | -1.7
38 | COc1ccccc1C(=O)N/N=C/c1cnc2ccccc2n1 | 3 | 94 | -15 | -1 | -5 | 0 | -2 | 96 | 1.8
39 | CC(=O)N[C@@H](CS)C(=O)O | -1 | 92 | 1 | x | -1 | 1 | -3 | 94 | -0.2
40 | Cc1ccc2c(Cl)cc(Cl)c(OCC(=O)NC3CCS(=O)(=O)C3)c2n1 (centres undefined) | -10 | 95 | -24 | -4 | 15 | 17 | -12 | 84 | 0.5
41 | CC(=C\c1ccccc1)/C=C1/SC(=S)N(CCCC(=O)O)C1=O | 59* | 99 | -33 | -5 | 33 | 7 | -3 | 99 | -1.2
42 | O=C1NC(c2ccccc2Cl)=N/C1=C/c1ccco1 | 16 | 93 | -5 | -4 | -12 | 14 | -9 | 94 | -0.5
43 | O=C(N/N=C/c1cccc(O)c1)c1cc(-c2ccccc2)nc2ccccc12 | -8 | 103 | -17 | -9 | -2 | -15 | 0 | 102 | -0.5
44 | CC1CCC(NC(=O)C(Cc2ccccc2)n2cccc2)CC1 (centres undefined) | 4 | 96 | -24 | -1 | 6 | 8 | -6 | 93 | -1.1
45 | CC1CC(C)CN(C(=O)c2ccc(S(=O)(=O)N3CC(C)CC(C)C3)cc2)C1 (centres undefined) | -6 | 99 | -37 | -9 | 2 | -6 | -7 | 94 | 0.0
46 | CCN1CCN(CCCNC(=O)C(NC(=O)C2CCC(C)CC2)C(C)C)CC1 (centres undefined) | -1 | 98 | 1 | x | x | 16 | 0 | 98 | x
47 | COc1ccc(CN2CCN(Cc3cccc(F)c3)CC2)cc1OC | 10 | 88 | 1 | -11 | 4 | 10 | 2 | 90 | 0.3
48 | CCOc1cc(S(=O)(=O)N2CCCC2)c(C)cc1C | 4 | 97 | -26 | 1 | 35 | 13 | -4 | 97 | -1.0
49 | Cc1ccc(-c2cc(C(=O)Nc3nccs3)c3ccccc3n2)o1 | 8 | 100 | -1 | -8 | -37 | 14 | -3 | 97 | 0.0
50 | O=C(Nc1ncn[nH]1)c1cc(S(=O)(=O)Nc2cccc(C(F)(F)F)c2)ccc1Cl | -3 | 103 | -5 | -3 | -2 | -2 | 3 | 104 | 0.6
51 | COC(=O)c1cc(=O)[nH]c(SCc2cccc(C)c2)n1 | -5 | 106 | -8 | 0 | -5 | 7 | -4 | 96 | -0.3
52 | CCC1Cc2c(nc(N)c3c(N)nc(N4CCCCC4)c(C#N)c23)O1 (centres undefined) | -5 | 100 | 4 | -7 | 4 | 27 | -10 | 86 | -1.0
53 | COc1ccccc1C(=O)Nc1nc2ccc(S(C)(=O)=O)cc2s1 | 11 | 105 | 0 | -7 | 6 | 9 | 3 | 103 | -4.3
54 | Cc1occc1C(=O)NCCCCc1ccccc1 | 1 | 105 | -13 | -7 | -2 | 0 | 3 | 101 | 0.4
55 | O=C(O)/C=C/c1nc(-c2ccccc2)n2ccccc12 | 14 | 100 | -3 | 3 | 12 | -1 | 12 | 91 | 2.7
56 | O=C(Nc1ccccc1)c1ccccc1NS(=O)(=O)c1ccc(Cl)s1 | -1 | 103 | -32 | -4 | 68* | 2 | 3 | 104 | 29
57 | CC(C)(C)N(Cc1ccccc1)C(=O)COC(=O)Cn1cnc2ccccc2c1=O | 4 | 97 | -36 | 9 | 5 | 8 | -2 | 96 | 0.6
58 | Nc1ccc(NC2C[C@@H](C(=O)O)NC2=O)cc1 (some centres undefined) | 6 | 100 | 2 | -5 | 36 | 9 | 2 | 103 | -0.3
59 | CC(=O)Nc1ccc2c(c1)C(C)(C)C(C)N2C (centres undefined) | 23 | 97 | -38 | -4 | 21 | 20 | 6 | 79 | 28
60 | CC(=O)N(Cc1c(C)nn(-c2ccccc2)c1Cl)c1ccc(Cl)cc1 | -3 | 109 | -32 | -7 | 32 | -42 | 1 | 108 | -0.6
61 | CC1CC(C)CN(CC(=O)N2CCc3[nH]c4ccccc4c3C2)C1 (centres undefined) | -2 | 103 | -2 | -3 | 6 | 7 | 2 | 103 | -1.7
